Screens from PubChem.
ATXN2 expr inh = Primary qHTS for Inhibitors of ATXN expression. HEK-293 ATXN2-luciferase reporter, luminescence, 24 h. Potency, µM (series often up to 57 µM), without a hit: at the highest dose activity change, negative = inhibition, most hits filed as inhibitors. actives 0.72% (n = 360,000). AID 1745845, 2022; note: potency is the fitted concentration of half-maximal effect; % is set by controls: 0 for no effect and ±100 for the full control effect; nearly all actives have a fitted effect of over 55% in size
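ATXN2-luciferase reporter cells (luciferase flanked by upstream and downstream ATXN2 gene portions) were treated 24 h at 37 °C with compounds at up to 57 uM. SteadyGlo luminescence gave expression; GF-AFC fluorescence gave viability.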
MCF10A rereplic = A quantitative high throughput screen for small molecules that induce DNA re-replication in MCF 10a normal breast cells. Potency, µM (highest dose often 46.1 µM), for the others: top-dose activity, positive = re-replication, hits mostly activators. MCF 10A DNA re-replication, Hoechst nuclear intensity, 48 h. actives 2.9% (n = 350,000). AID 624296, 2012; note: potency is the fitted concentration of half-maximal effect; % of control where 0% means no effect; nearly all actives have a fitted effect of over 50% in size
KB-3-1 tox = qHTS assay for MDR1-selective chemotherapeutics: Primary screen using the parental adenocarcinoma cell KB-3-1. AID 1347075, 2019. actives 1.4% (n = 400,000). KB-3-1 viability, CellTiter-Glo ATP luminescence, 72 h. Potency, µM (doses to about 46.1 µM), for the others: at the top dose activity change, negative = cytotoxic, most hits filed as cytotoxic; note: potency is the fitted concentration of half-maximal effect; % is set by controls: 0 for no effect and ±100 for the full control effect; nearly all actives have a fitted effect of over 60% in size
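Parental KB-3-1 viability, qHTS format: 72 h compound exposure, 37 °C; CellTiter-Glo; media-only wells and DMSO plates as controls; concentration-effect fits on corrected data.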
HT1080 IDH1KD tx = qHTS for induction of synthetic lethality in tumor cells producing 2HG: qHTS for the HT-1080-IDH1KD cell line; HT-1080 IDH1 knockdown viability, ATP luminescence, 48 h; Potency, µM (highest dose often 46.1 µM), for inactives: at the top dose activity, negative = toxicity, usual class: cytotoxic; actives 2% (n = 360,000); AID 686971, 2013;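 note: potency is the fitted concentration of half-maximal effect; 0% = DMSO wells and -100% = cell-free medium wells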
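% activity derives from luminescence (CellTiter-Glo), normalised to DMSO and no-cell wells. HT-1080-IDH1KD cells, 750/well, had 48 h compound exposure at 37 °C.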
SW480 rereplic = A quantitative high throughput screen for small molecules that induce DNA re-replication in SW480 colon adenocarcinoma cells | SW480 DNA re-replication, Hoechst DNA content imaging, 48 h | AID 624297, 2012 | Potency, µM (doses to about 46.1 µM), without a hit: at the top dose re-replication activation, hits mostly activators | actives 1.8% (n = 340,000); note: potency is the fitted concentration of half-maximal effect; % of control where 0% means no effect; nearly all actives have a fitted effect of over 55% in size
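Hoechst fluorescence of nuclei (405 nm excitation, 500-530 nm emission) measured by plate-scanning imager after 48 hr compound exposure at 37 C; re-replication scored as increased number of nuclei with elevated intensity.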
IL-1B inflam inh = qHTS for Inhibitors of Inflammasome Signaling: IL-1-beta AlphaLISA Primary Screen | THP-1 LPS/ATP IL-1B secretion, AlphaLISA, 16 h; hits give low values | activity change, % at 57.5 µM | actives 4.7% (n = 360,000) | AID 743279, 2014; in the data active = activity change below about -50%; inconclusive = mostly about -30% to -49%; note: % is set by controls: 0 for no effect and ±100 for the full control effect
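THP-1 cells pretreated 1 hr with compounds (up to 57.5 uM final), then stimulated with LPS (250 ng/mL final) plus ATP (1.25 mM final); secreted IL-1B measured by AlphaLISA after 16 hr, decreased signal indicating inhibition.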
WRN helicase inh = qHTS for Inhibitors of WRN Helicase; WRN helicase unwinding, fluorescent forked duplex, kinetic; Bifunctional 3'-5' exonuclease/ATP-dependent helicase WRN (Homo sapiens), Q14191; Potency, µM (doses to about 114 µM), inactives show top-dose activity change, negative = inhibition, most hits filed as inhibitors; actives 0.46% (n = 360,000); note: potency is the fitted concentration of half-maximal effect; % is set by controls: 0 for no effect and ±100 for the full control effect; nearly all actives have a fitted effect of over 55% in size
Target sequence (Q14191 whole entry, looked up): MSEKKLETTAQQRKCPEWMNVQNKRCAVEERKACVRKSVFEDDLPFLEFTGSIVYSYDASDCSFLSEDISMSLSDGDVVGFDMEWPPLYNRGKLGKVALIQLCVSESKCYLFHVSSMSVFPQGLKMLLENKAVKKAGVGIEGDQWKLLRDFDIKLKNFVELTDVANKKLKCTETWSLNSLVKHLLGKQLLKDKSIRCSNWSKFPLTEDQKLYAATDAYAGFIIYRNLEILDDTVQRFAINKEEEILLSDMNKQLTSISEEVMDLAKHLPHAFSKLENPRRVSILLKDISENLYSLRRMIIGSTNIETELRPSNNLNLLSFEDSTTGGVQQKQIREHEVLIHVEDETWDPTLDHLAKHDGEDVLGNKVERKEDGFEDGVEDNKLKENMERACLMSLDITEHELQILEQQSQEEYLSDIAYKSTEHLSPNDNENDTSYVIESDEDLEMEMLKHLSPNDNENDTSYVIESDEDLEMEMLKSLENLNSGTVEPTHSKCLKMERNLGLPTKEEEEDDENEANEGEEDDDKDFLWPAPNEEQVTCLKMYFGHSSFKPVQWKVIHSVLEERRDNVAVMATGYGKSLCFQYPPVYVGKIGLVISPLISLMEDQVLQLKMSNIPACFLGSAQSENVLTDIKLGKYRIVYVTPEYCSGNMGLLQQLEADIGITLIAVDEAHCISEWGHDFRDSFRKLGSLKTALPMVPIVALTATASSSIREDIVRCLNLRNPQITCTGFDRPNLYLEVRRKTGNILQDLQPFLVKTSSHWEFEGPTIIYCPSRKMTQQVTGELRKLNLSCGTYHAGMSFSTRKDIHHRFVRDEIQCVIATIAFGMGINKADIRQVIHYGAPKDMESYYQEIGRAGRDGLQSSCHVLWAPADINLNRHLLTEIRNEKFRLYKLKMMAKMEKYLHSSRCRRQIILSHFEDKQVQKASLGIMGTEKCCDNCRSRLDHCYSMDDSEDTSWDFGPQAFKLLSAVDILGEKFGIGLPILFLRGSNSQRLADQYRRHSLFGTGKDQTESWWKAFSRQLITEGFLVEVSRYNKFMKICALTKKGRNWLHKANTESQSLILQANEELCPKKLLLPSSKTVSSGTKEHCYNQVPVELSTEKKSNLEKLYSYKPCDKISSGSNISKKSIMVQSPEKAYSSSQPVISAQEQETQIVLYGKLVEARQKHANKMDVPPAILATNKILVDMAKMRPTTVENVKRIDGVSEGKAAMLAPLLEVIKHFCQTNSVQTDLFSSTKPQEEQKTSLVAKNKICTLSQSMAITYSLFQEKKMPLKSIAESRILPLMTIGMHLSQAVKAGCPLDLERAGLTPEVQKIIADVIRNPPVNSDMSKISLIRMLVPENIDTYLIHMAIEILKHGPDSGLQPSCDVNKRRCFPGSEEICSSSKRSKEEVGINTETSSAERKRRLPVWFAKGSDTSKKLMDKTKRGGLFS
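Screening of the MLSMR collection measured strand separation of a quenched forked DNA duplex (100 nM) by 20 nM WRN with 2 mM ATP, all final. Compounds were preincubated with enzyme 15 min at room temperature.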
KB-V1 MDR tox = qHTS assay for MDR1-selective chemotherapeutics: Primary screen using the drug-selected MDR subline cells KB-V1 | KB-V1 MDR cells viability, CellTiter-Glo, 72 h | Potency, µM (doses to about 46.1 µM), for inactives: top-dose activity change, negative = cytotoxicity, usual class: cytotoxic | actives 3.4% (n = 400,000) | AID 1347076, 2019; note: potency is the fitted concentration of half-maximal effect; % is set by controls: 0 for no effect and ±100 for the full control effect; nearly all actives have a fitted effect of over 60% in size
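KB-V1 cells (P-gp-expressing MDR subline of KB-3-1) in phenol-red-free DMEM with 10% FBS were exposed to library compounds over a concentration series for 72 h at 37 degrees C. Viability read by CellTiter-Glo luminescence; concentration-effect curves fitted after normalization.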
HT1080-NT tox = qHTS for induction of synthetic lethality in tumor cells producing 2HG: qHTS for the HT-1080-NT fibrosarcoma cell line; HT-1080-NT fibrosarcoma viability, CellTiter-Glo ATP luminescence, 48 h; Potency, µM (doses to about 46.1 µM), without a hit: at the top dose activity, negative = less viability, actives largely listed as cytotoxic; actives 1.6% (n = 360,000); AID 686970, 2013;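 note: NT is the 2HG producing partner of a matched IDH1 knockdown line; potency is the fitted concentration of half-maximal effect; 0% = DMSO-treated cells and -100% = media-only wells without cells; nearly all actives have a fitted effect of over 55% in size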
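Toxicity toward the 2HG-producing NT line was scored as %Activity, normalised to DMSO and no-cell wells, from CellTiter-Glo luminescence after 48 hours' treatment.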
Numbers without * were called inactive; ? = inconclusive; . = no result given; & = joins results of further samples; [ ] = remark or other dose. Unless noted, calls come from the whole dose curve; as a rule, active = well fitted curve in the direction sought with a large enough effect; inconclusive = small, poorly fitted or top-dose-only effect, or another doubt; inactive = no such curve, though single readings can be large; an effect the other way counts as inactive or inconclusive.

Values in the order – IL-1B inflam inh	KB-V1 MDR tox	KB-3-1 tox	WRN helicase inh	ATXN2 expr inh	MCF10A rereplic	HT1080 IDH1KD tx	SW480 rereplic	HT1080-NT tox
CCOC(=O)c1cnn(-c2ccccn2)c1N
→ 25.7	-15.1%	15.1%	-19.2%[57.1 µM]	45.1%[activator]	3.7%	0.5%	-6.8%	1.1%
CN(CC(=O)Nc1ccc(Cl)c(C(F)(F)F)c1)C(=O)c1ccccc1SCC(=O)N1CCCC1
→ -12.2	0.0%	-4.8%	-7.3%	-34.8%	?	-20.5%	6.5%	-11.0%
O=C(O)CSc1nnc(CSc2nc3ccccc3s2)n1-c1ccccc1
→ -0.5	-12.4%	-7.6%	2.3%[57.1 µM]	-5.7%	-25.1%	11.3%	-29.4%[1.84 µM]	14.0%
Cc1ccc(S(=O)(=O)Nc2cc(C(=O)O)ccc2N2CCCCC2)cc1
→ 9.9	2.4%	15.5%	-5.0%	7.0%	20.4%	11.0%	-4.7%	3.9%
CCC(NC(=O)C1CCCC1)c1ccc(C)cc1 (stereo not drawn)
→ 31.4	-2.1%	1.1%	-0.1%	-18.9%	?	1.4%	3.2%	-3.0%
Cc1ccc(Cl)cc1N1CCN(S(=O)(=O)c2ccc3c(c2)CC(=O)N3C)CC1
→ -1.5	?	-4.5%&-10.3%	-0.2%	-8.3%	-6.6%	8.3%	-11.5%	-1.3%
COC(=O)C1=CN(c2ccc(C(C)(C)C)cc2)C(N)=C(C#N)C1c1cccc2ccccc12 (stereo not drawn)
→ 6.7	-27.4%	?	-13.7%	.	.	?	.	?
COC(=O)c1c(S(N)(=O)=O)c2ccccc2n1C
→ -16.8	1.5%	3.2%	8.2%	-0.6%	0.9%	-4.1%	2.2%	-1.5%
CCOc1cc(C(=O)NCCN2C(=O)S/C(=C\c3cccnc3)C2=O)cc(OCC)c1OCC
→ -2.0	-10.9%	-3.1%	13.8%	.	-6.8%	-10.5%	23.2%	-4.0%
Cc1ccc(-n2ncc3c(NCC4CCCO4)ncnc32)c(C)c1 (stereo not drawn)
→ -6.2	-25.8%	-6.1%	-22.4%	2.9%	5.2%	0.0%	3.5%	4.6%
CCc1cc2c(=O)oc(-c3ccc(F)cc3)nc2s1
→ 1.0	9.6%	3.9%	-3.4%	.	0.1%	-0.2%	-1.6%	0.6%
O=C1c2ccccc2C(=O)N1CCCCN(C(=O)c1cc([N+](=O)[O-])ccc1Cl)c1ccc(Cl)cc1
→ -7.1	-27.9%	-3.4%	-10.2%	-1.5%	12.5%	12.1%	5.6%	6.7%
COc1cccc(N(CC(=O)Nc2cccnc2)S(C)(=O)=O)c1
→ 28.9	10.5%	0.6%	1.0%	3.6%	-24.5%	1.9%	-9.5%	8.4%
CC1CC(C)CN(CCCNC(=O)Cn2ncc3c(=O)oc4ccccc4c32)C1 (stereo not drawn)
→ -3.5	-7.4%	-17.6%	12.6%	-23.4%	7.0%	1.6%	-4.4%	14.4%
CC1CCc2nn(CC(=O)N3CCN(C(=O)c4ccco4)CC3)cc2C1 (stereo not drawn)
→ 10.2	-21.7%	4.1%	-0.5%	7.1%	1.2%	8.3%	-2.0%	5.9%
CCc1nc2c(OCCc3cccc(OC)c3)cccn2c1N(C=O)Cc1ccc(OC)cc1
→ -12.5	?	10.7%	-2.4%[57.1 µM]	-37.8%	.	-12.1%	.	-26.2%
NNC(=O)/C(=C\c1ccco1)NC(=O)c1ccco1
→ 97.1	10.3%	2.9%	-8.2%	.	20.6µM*	?	?	14.6µM*
CCCCc1nnc(NC(=O)C(C)Sc2nc(N)cc(=O)[nH]2)s1 (stereo not drawn)
→ 4.3	-11.4%	-7.8%	-2.5%	-5.4%	7.6%	-2.5%	-4.2%	2.0%
O=C(O)CC(Cc1ccccc1)(C(=O)O)c1ccccc1 (stereo not drawn)
→ 0.0	8.8%	2.3%	-0.9%	-11.0%	2.2%	1.9%	3.3%	6.1%
Cc1ccc(C(=O)N2CCN(Cc3ccc4c(c3)OCO4)CC2)o1
→ -16.1	2.8%	-1.8%	-0.5%	-1.6%	-3.4%	-1.3%	-3.2%	9.3%

The list goes on; it opens with the 2 that closed the last part.
Values in the order – IL-1B inflam inh	KB-V1 MDR tox	KB-3-1 tox	WRN helicase inh	ATXN2 expr inh	MCF10A rereplic	HT1080 IDH1KD tx	SW480 rereplic	HT1080-NT tox
O=C(O)CC(Cc1ccccc1)(C(=O)O)c1ccccc1 (stereo not drawn)
→ 0.0	8.8%	2.3%	-0.9%	-11.0%	2.2%	1.9%	3.3%	6.1%
Cc1ccc(C(=O)N2CCN(Cc3ccc4c(c3)OCO4)CC2)o1
→ -16.1	2.8%	-1.8%	-0.5%	-1.6%	-3.4%	-1.3%	-3.2%	9.3%
CCN(CC)C(=O)C1CC(=O)N(c2ccc(F)c(Cl)c2)C1 (stereo not drawn)
→ -18.6	-6.0%	14.2%	3.5%	1.9%	16.3%	-2.7%	13.8%	0.9%
O=C(CCC(=O)N1CCN(S(=O)(=O)c2cccc(F)c2)CC1)c1cccs1
→ -13.7	?	-1.2%	-2.0%	-11.2%	-1.9%	-1.6%	-6.0%	-12.1%
Cc1ccc(S(=O)(=O)Oc2ccc(/C=C3\N=C(c4cccc(C)c4)OC3=O)cc2)cc1
→ 24.1	-1.3%	4.6%	-10.7%	-12.0%	9.1%	0.8%	0.7%	3.7%
CN(C(=O)CSc1nnc(CN2CCCC2)n1Cc1ccccc1)c1ccccc1
→ 2.2	?	-3.5%	-2.7%	-6.9%	9.6%	5.6%	0.9%	-0.6%
CCOc1ccccc1NC(=O)C1CCN(C(=O)C2CC(=O)N(c3ccc(C)cc3)C2)CC1 (stereo not drawn)
→ -20.2	23.3%	18.7%	2.5%	14.9%	-14.0%	4.0%	8.7%	1.7%
CCOC(=O)/C=C1/SCC(=O)N1CCOc1cccc(Br)c1
→ -10.8	14.0%	?	6.0%	-14.9%	?	-6.5%	-2.3%	-9.9%
COc1ccc(NC(=O)C2CCCN(S(C)(=O)=O)C2)cc1Cl (stereo not drawn)
→ 15.6	14.3%	-6.4%	4.6%	12.4%	7.6%	12.1%	-3.6%	16.4%
CC(C)(C)NC(=O)C(c1ccc(F)cc1)N(Cc1ccco1)C(=O)Cn1nnc(-c2cccs2)n1 (stereo not drawn)
→ -19.1	-0.1%	-2.1%	-0.4%	-5.6%	3.4%	1.6%	-1.6%	7.4%
CCOC(=O)C1=C(C)NC(=O)NC1c1ccc(OC(=O)c2ccco2)cc1 (stereo not drawn)
→ 18.8	?	0.5%	9.4%	-2.6%	3.7%	9.5%	-1.8%	6.8%
COc1ccc(CNC(=O)c2ccc(Cl)c(S(=O)(=O)N3CCOCC3)c2)cc1OC
→ 7.0	-2.4%	?	-7.7%	-26.8%	-2.6%	-12.6%	-8.9%	-13.3%
Cc1cc(C)n(C(=O)c2ccc(C)c(S(=O)(=O)N3CCCCC3)c2)n1
→ 5.0	4.9%	3.5%	-3.1%	2.1%	1.2%	8.8%	-9.9%	-2.1%[9.24 µM]
CCCCCCCN1CCC(=O)N([C@H](CO)c2ccccc2)CC1
→ 9.3	-2.6%	2.7%	6.4%	-5.5%	-17.8%	17.6%	-9.3%	8.0%
O=C(O)Cn1c2c(c3ccccc31)CSc1ccc(Cl)cc1-2
→ 26.0	3.2%	-0.4%	0.0%[57.1 µM]	1.6%	1.3%	1.3%	-36.5%[inhibitor]	8.1%
CCOC(=O)C1=C(C)Nc2ccccc2N=C1NC(=O)C1CCN(C(=O)c2ccccc2C)CC1
→ 0.1	-3.7%	?	10.3%	-3.8%	-7.3%	-3.3%	-12.3%	-14.0%
CN(c1ccc([N+](=O)[O-])cc1C(N)=O)C1CCCCC1
→ -1.1	0.0%	4.4%	1.4%	-3.9%	-0.6%	16.4%	-9.8%	15.4%
CN1CCN(S(=O)(=O)c2cccc(C(=O)NCCOc3ccccc3F)c2)CC1
→ -5.0	?	3.5%	-25.1%	3.5%	-1.5%	-6.4%	-13.2%	-5.2%
CC(=O)NC1(NC(C)=O)CCN(C)CC1
→ -14.0	0.6%	-7.3%	-2.8%	-4.3%	?	9.2%	-3.3%	11.8%
CCC(NC(=O)Nc1cc(OC)c(OC)c(OC)c1)(C(F)(F)F)C(F)(F)F
→ 7.5	-2.0%	-0.4%	-5.2%	4.9%	9.5%	-6.3%	-4.0%	-10.0%
COc1ccc(C)cc1S(=O)(=O)N(CC(=O)Nc1cccc([N+](=O)[O-])c1)c1cc(C)cc(C)c1
→ 0.0	0.0%	5.8%	0.2%	1.3%	22.4%	?	?	2.5%
CCCCc1nnc(SCC(=O)Nc2nccs2)n1C
→ 16.4	0.0%	9.2%	9.3%	-2.0%	1.2%	6.7%	-2.3%	3.2%
CCCNC(=O)Cn1nc(C)n2c(cc3cc(F)ccc32)c1=O
→ 16.9	-3.0%	9.9%	-6.7%	12.3%	-5.1%	8.9%	1.4%	1.7%
COc1ccc(C2=NO[C@@H]3[C@@H]4C[C@@H]([C@H]5C(=O)N(C)C(=O)[C@@H]45)[C@H]23)c(OC)c1
→ 22.3	-2.0%	0.5%	-3.6%	-1.8%	-0.1%	14.8%	-5.6%	15.9%
COc1ccc(C(O)(c2ccccc2)C(C(=O)O)c2ccccc2)cc1 (stereo not drawn)
→ 32.6	23.2%	-22.0%	1.0%	5.3%	?	1.1%	22.8%	1.3%
